# TrxR1 substrate: is turned over as a substrate by rat TrxR1; purified TrxR1 substrate turnover, NADPH consumption readout; Potency, µM (highest dose often 114 µM), for the others: at the top dose activity change, negative = substrate turnover; hit rate 0.01% among 390,000; AID 588456; note: potency is the fitted concentration of half-maximal effect; % is set by controls: 0 for no effect and ±100 for the full control effect; nearly all actives have a fitted effect of over 50% in size
#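 Rat TrxR1, dispensed at 90 nM, was prereduced with 400 uM NADPH (final) for 5 min at ~22 deg C, then incubated with compound 15 min before 400 uM selenite. A first-read NADPH fluorescence drop versus no-compound background flagged substrates.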
# Pin1 inh: blocks the human prolyl isomerase Pin1 | Q13526 | Pin1 FP peptide displacement, HiFluor488, 10 min | Potency, µM (top dose mostly 115 µM), without a hit: at the highest dose activity, negative = inhibition, hits mostly inhibitors | hit rate 0.009% among 390,000 | AID 504891; active = well fitted inhibition curve with a large enough effect in the polarisation, with a control signal flat, not every such curve was filed as active; inconclusive = small, poorly fitted or top-dose-only effect, or effect the other way, or a change in a side signal; inactive = no such curve, though single readings can be large or run the other way; the % refers to the polarisation; note: potency is the fitted concentration of half-maximal effect; % is set by controls: 0 for no effect and ±100 for the full control effect
# Target sequence (Q13526 whole entry, looked up): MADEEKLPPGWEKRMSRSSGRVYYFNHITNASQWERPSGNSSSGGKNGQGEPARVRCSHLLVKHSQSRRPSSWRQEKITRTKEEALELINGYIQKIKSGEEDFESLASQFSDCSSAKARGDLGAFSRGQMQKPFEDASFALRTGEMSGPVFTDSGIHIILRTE
# GLS inh: inhibitors of human glutaminase (GLS) | O94925 | GLS enzymatic activity, qHTS titration | Potency, µM (series often up to 45.5 µM), inactives show top-dose activity change, negative = inhibition, usual class: inhibitors | hit rate 0.21% among 410,000 | AID 624170; note: potency is the fitted concentration of half-maximal effect; % is set by controls: 0 for no effect and ±100 for the full control effect
# Target sequence (O94925 whole entry, looked up): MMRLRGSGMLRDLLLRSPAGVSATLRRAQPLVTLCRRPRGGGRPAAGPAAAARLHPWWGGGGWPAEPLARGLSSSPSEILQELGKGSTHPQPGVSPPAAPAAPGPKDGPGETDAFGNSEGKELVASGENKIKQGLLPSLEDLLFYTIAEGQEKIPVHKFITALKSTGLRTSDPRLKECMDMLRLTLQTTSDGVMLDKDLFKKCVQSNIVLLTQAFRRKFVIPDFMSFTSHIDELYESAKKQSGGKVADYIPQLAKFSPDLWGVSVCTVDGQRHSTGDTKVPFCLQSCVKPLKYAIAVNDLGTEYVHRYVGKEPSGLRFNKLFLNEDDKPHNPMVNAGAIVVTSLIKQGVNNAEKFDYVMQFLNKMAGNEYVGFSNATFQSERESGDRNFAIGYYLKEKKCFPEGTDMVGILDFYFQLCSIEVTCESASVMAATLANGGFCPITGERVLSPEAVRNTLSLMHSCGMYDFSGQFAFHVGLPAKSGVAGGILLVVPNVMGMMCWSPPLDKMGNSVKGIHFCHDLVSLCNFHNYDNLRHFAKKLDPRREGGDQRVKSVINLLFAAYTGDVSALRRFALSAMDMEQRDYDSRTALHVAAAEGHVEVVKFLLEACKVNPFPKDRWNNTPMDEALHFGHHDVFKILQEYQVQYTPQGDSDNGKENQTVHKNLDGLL
#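 Enzyme dispensed in phosphate buffer (45 mM, pH 8.2, 0.02% Tween-20), compounds pinned in, then 1 mM L-glutamine solution and the glutamate oxidase–HRP–Amplex Red mix added; fluorescence read immediately and again after 30 min at room temperature.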
# PI4K2A block: PI4K2A (human) kinase inhibition; activity change, negative = inhibition, % at 76.9 µM; purified PI4K2A, ADP-Glo luminescence, 1 h; stronger effect = lower value; Q9BTU6; hit rate 0.13% among 420,000; in the data active = activity change below about -50%; inconclusive = mostly about -30% to -49%;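 note: -100% = wells without enzyme as full effect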
#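 Compounds are screened against recombinant PI4K2A using PI as substrate and ATP, the latter dispensed at 300 microM. Reactions run one hour at ambient temperature before ADP-Glo detection; full inhibition defined by wells lacking enzyme.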
# USP1 inh: USP1/UAF1 (human) deubiquitinase inhibition. O94782. recombinant USP1/UAF1, Ub-Rhodamine cleavage fluorescence. Potency, µM (series often up to 57.1 µM), inactives show top-dose activity change, negative = inhibition, most hits filed as inhibitors. hit rate 0.23% among 390,000; note: potency is the fitted concentration of half-maximal effect; % is set by controls: 0 for no effect and ±100 for the full control effect; nearly all actives have a fitted effect of over 60% in size; inactives centre near -12
#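 USP1/UAF1 complex at 1 nM was preincubated with compound for 15 min at room temperature, then Ub-Rho substrate (150nM final) was added. Fluorescence (480/540 nm) was read kinetically, 6 reads every 60 seconds.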
# rTrxR1 inhibitor: rat TrxR1 inhibition. recombinant rTrxR1, NADPH fluorescence consumption, selenite substrate. Potency, µM (doses to about 114 µM), for inactives: at the highest dose activity change, negative = inhibition, hits mostly inhibitors. hit rate 1% among 390,000; note: potency is the fitted concentration of half-maximal effect; % is set by controls: 0 for no effect and ±100 for the full control effect; nearly all actives have a fitted effect of over 65% in size
#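 Rat TrxR1 (90 nM in the dispensed reagent) was pre-reduced with 400 uM NADPH for 5 min at room temperature, then incubated with compound for 15 min. After 400 uM selenite was added, NADPH fluorescence (Ex 340/Em 450 nm) was followed for 8 min.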
# HP1b binding inh: inhibitors of HP1-beta chromodomain binding to methylated histone tails | P83916 | AlphaScreen HP1-beta / biotin-H3K9me3 peptide binding | Potency, µM (doses to about 114 µM), for inactives: top-dose activity change, negative = inhibition, usual class: inhibitors | hit rate 0.56% among 390,000; note: potency is the fitted concentration of half-maximal effect; nearly all actives have a fitted effect of over 70% in size; inactives centre near 23
# Target sequence (P83916 whole entry, looked up): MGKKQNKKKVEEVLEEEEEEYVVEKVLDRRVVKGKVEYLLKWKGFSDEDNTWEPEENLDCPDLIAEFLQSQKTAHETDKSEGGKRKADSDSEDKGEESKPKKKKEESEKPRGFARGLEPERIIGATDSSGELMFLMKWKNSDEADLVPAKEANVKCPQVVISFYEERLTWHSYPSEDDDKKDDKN
#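 AlphaScreen: HP1-beta (50 nM) preformed 30 min with biotin-H3(1-18)K9me3 peptide (50 nM) in PBS pH 7.4, 0.01% Tween-20. Compound added for 30 min at RT, then streptavidin donor/nickel chelate acceptor beads (10 ug/mL) for 30 min.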
# mIDH1 inhibitor: human IDH1 R132H inhibition | O75874 | IDH1-R132H enzyme, NADPH consumption, diaphorase/resazurin fluorescence | Potency, µM (highest dose often 76.6 µM), inactives show at the highest dose activity change, negative = inhibition, most hits filed as inhibitors | hit rate 0.093% among 390,000; note: potency is the fitted concentration of half-maximal effect; % is set by controls: 0 for no effect and ±100 for the full control effect; nearly all actives have a fitted effect of over 65% in size
#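 IDH1-R132H (0.5 ug/mL) preincubated 30 min with compound, then NADPH (0.016 mM) and alpha-KG (2 mM) added; 80 min at RT, pH 7.5. Remaining NADPH coupled via diaphorase/resazurin to fluorescence (540/590 nm); concentration-response curves normalized to no-enzyme control.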
# Tb PGK inh: blocks T. brucei phosphoglycerate kinase; P07378; PGK/GAPDH coupled, Kinase-Glo luminescence, 60 min; Potency, µM (titrated, usually from 57.5 µM), inactives show at the highest dose activity change, negative = inhibition, hits mostly inhibitors; hit rate 0.043% among 380,000; note: potency is the fitted concentration of half-maximal effect; % is set by controls: 0 for no effect and ±100 for the full control effect; nearly all actives have a fitted effect of over 60% in size
#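 Recombinant glycosomal PGK reaction used 1,3-bisphosphoglycerate generated in-well by GAPDH (100nM final) in 100mM TEA pH 7.6, 5mM MgCl2, 0.01% Tween-20. After 60 minutes at room temperature, ATP was read by Kinase-Glo Plus luminescence end-point.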
# * marks the source's active call; other numbers are inactive results; i = inactive; ? = inconclusive; · = not tested or not shown; [ ] = remark or other dose. Unless noted, calls come from the whole dose curve; as a rule, active = well fitted curve in the direction sought with a large enough effect; inconclusive = small, poorly fitted or top-dose-only effect, or another doubt; inactive = no such curve, though single readings can be large; an effect the other way counts as inactive or inconclusive. These rows are one share of the data. The share of hits here may be higher or lower than overall.
SMILES,TrxR1 substrate,Pin1 inh,GLS inh,PI4K2A block,USP1 inh,rTrxR1 inhibitor,HP1b binding inh,mIDH1 inhibitor,Tb PGK inh
CCOc1ccc(C(=O)OCC(=O)NCc2ccco2)cc1OCC,1%,4%,0%,-7,-6%,?,-22%,2%,-10%
CCN(CC(=O)Nc1ccc(C(C)=O)cc1)CC(=O)Nc1cccc(OC)c1,5%[57.1 µM],4%,-2%,2,-4%,7%[57.1 µM],34%,3%,4%
CC(=O)NC(=S)NNC(=O)c1ccc(Br)cc1,-4%,-1%,0%,0,-20%,?,11%,0%,i
O=C(Cn1cnc2onc(-c3ccc(F)cc3)c2c1=O)Nc1cccc(C(F)(F)F)c1,-8%,?,-14%,-9,-16%,32%[activator],36%[activator],10%,2%
CC(=O)/C(C(=N)N1CCN(Cc2ccccc2)CC1)=C(\C)O,-7%[57.1 µM],-12%,-9%,-6,-25%,-4%[57.1 µM],16%,4%,-5%
CC(=O)OCC[C@H](NS(=O)(=O)OCC(Cl)(Cl)Cl)c1ccccc1,4%,-7%,-4%,-7,-17%,24%,5%,-3%,-11%
CCOc1ccc(CNC(=O)CCC(=O)N2CC(C)Sc3ccccc32)cc1 (configuration not stated),4%,13%,7%,3,6%,18%,9%,1%,-8%
CC(C)c1ccccc1NC(=S)N1CCN(Cc2ccc3c(c2)OCO3)CC1,6%,-12%,1%,5,3%,-17%[57.1 µM],10%,-2%,6%
NC(=O)c1ccc(NC(=O)CN2CCN(c3ccc(Cl)cc3)CC2)cc1,-6%,1%,7%,-5,-5%,-14%,31%,-16%,-3%
O=C(NCc1ccc(N2CCCC2=O)cc1)c1cccc(Cl)c1,1%[57.1 µM],1%,-8%,3,-1%,6%[57.1 µM],49%[activator],1%,-4%
CC(C)c1ccc(NC2CCCN(C(=O)c3ccc4nccnc4c3)C2)cc1 (configuration not stated),-3%,2%,-20%,-5,-11%,13%,13%,-9%,9%
CCOC(=O)c1c(S(=O)(=O)N2CCCC(C(=O)NCc3ccccc3OC)C2)c(C)n(C)c1C (configuration not stated),3%[57.1 µM],-2%,-1%,-4,-19%,15%[57.1 µM],26%,12%,-1%
Cc1ccccc1NCN1C(=O)C2C3C=CC(C3)C2C1=O (configuration not stated),2%,2%,28%,-12,-17%,7%,31%,6%,-5%
COc1ccc2o/c(=N/NC(=O)c3cccs3)c(C(N)=O)cc2c1,-13%,?,21%,-8,-10%,-5%,30%,0%,-11%
CS(=O)(=O)N1CCc2cc(C(=O)O)ccc21,8%,-3%,-13%,3,-15%,22%,21%,6%,-3%
Cc1ccc(OCc2nnc(N)s2)cc1,3%[57.1 µM],-5%,3%,0,-23%,13%[57.1 µM],21%,8%,i
COc1ccc(NC(=O)N(C)C[C@H]2Oc3ccc(NS(=O)(=O)c4cccs4)cc3C(=O)N([C@H](C)CO)C[C@@H]2C)cc1,10%,-11%,3%,-4,-25%,-2%,101%[activator],7%,-4%
CCCCC(O)(c1ccccc1)C(CN1CCOCC1)c1ccccc1 (configuration not stated),-5%,12%,-2%,2,-12%,6%,51%[activator],-3%,i
Cc1nc2ccccc2c(=O)n1-c1ccc(NS(=O)(=O)c2ccc(F)cc2)cc1,4%,-10%,0%,-4,-14%,14%,20%,3%,1%
CN1CCN(C(=O)C2=C[C@@H](c3ccc(Br)cc3)C[C@@H](OCc3ccc(CO)cc3)O2)CC1,7%,-6%,7%,-3,?,9%,24%,-4%,-5%
COc1ccc(-c2csc(NC(=O)c3ccc(OCC(=O)N4CCOCC4)c(OC)c3)n2)cc1,7%[57.1 µM],32%[activator],-17%,4,-25%,11%[57.1 µM],-5%,6%,-6%
COc1ccc(N(C)S(=O)(=O)c2ccc3c(c2)CCC(=O)N3)cc1,4%,8%,0%,1,-7%,5%,22%,15%,-14%
Cc1cc(NC(=O)CCS(=O)(=O)c2ccc3c(c2)NC(=O)C(C)S3)ccc1Br (configuration not stated),-6%,?,-2%,2,-1%,-3%,7%[57 µM],7%,3%
Cc1cc(C)c(C(=O)CC(=O)c2cccnc2)c(C)c1,-5%,-8%,-2%,10,1%,6%,38%,0%,0%
O=C(NCc1cccs1)c1cc(-c2ccccc2)nn1CC1CC(c2cccnc2)=NO1 (configuration not stated),8%[57.1 µM],-4%,5%,0,-16%,8%[57.1 µM],29%,13%,-7%
O=C(O)CCC(=O)N1N=C(c2ccccc2)CC1c1ccc2c(c1)OCO2 (configuration not stated),-4%,0%,1%,3,2%,8%,28%,3%,1%
O=C1c2ccccc2C(=O)N1CCCCn1c(=O)oc2ccccc21,-2%,7%,0%,14,-7%,-9%,43%,4%,-5%
CSc1ncc(C(=O)Nc2cccc(Cl)c2C)c(C)n1,2%,15%,-19%,5,-19%,14%,68%[activator],3%,-4%
CC(=O)Nc1ccc(S(=O)(=O)NCCC(=O)OCc2csc(CC(=O)Nc3ccccc3C)n2)cc1,0%[57.1 µM],5%,-1%,0,-21%,5%[57.1 µM],6%,1%,-10%
CCCS(=O)(=O)N1CCN(C(=O)COc2ccccc2)CC1,8%,5%,5%,6,-13%,20%,18%,4%,2%
CC(=O)Nc1nc(C)c(-c2csc(Nc3ccc(S(N)(=O)=O)cc3)n2)s1,57%[activator],8%,2%,-16,-18%,49%[activator],2%,3%,-1%
CN(C)C(CNc1nnnn1-c1ccccc1)c1ccco1 (configuration not stated),-6%,-8%,·,4,-10%,-12%,·,10%,7%
CCN(c1ccccc1)c1ncnc2c1cnn2-c1ccccc1,10%,3%,1%,-1,-17%,18%,100%[activator],0%,-2%
O=C(c1cccs1)N1CCC(c2nc(-c3ccc(S(=O)(=O)N4CCOCC4)cc3)no2)CC1,-2%,-2%,-8%,5,6%,20%,12%,1%,-3%
COc1cc(-c2nc3n(c(=O)c2C#N)CCS3)cc(OC)c1OC,-10%,4%,-4%,-10,-8%,8%,32%[activator],-9%,-5%
Cc1cccc(-c2nc(CN3CCCC(C(=O)NC4CCC(C)CC4)C3)c(C)o2)c1 (configuration not stated),3%,4%,-3%,2,-29%,17%,15%,13%,i
O=C(c1cc(COc2ccc(F)c(F)c2)on1)N1CCN(C2CCCCC2)C(=O)C1,-7%,-4%,7%,5,-23%,-3%,19%[57 µM],-8%,-3%
O=C(CSc1ncc(-c2ccccc2)n1C1CCCC1)N1CCc2ccccc21,6%,4%,-4%,3,1%,-23%,-8%,3%,·
CCOC(=O)/C=C1\SCC(=O)N1CC(=O)NC(C)c1ccc(F)cc1 (configuration not stated),-2%,51%[activator],1%,-1,-5%,7%,19%,-1%,11%
C(=C\c1ccccc1)/CSc1nnc(-c2ccccc2)n1Cc1ccco1,0%,9%,0%,2,-15%,?,17%,4%,0%
CCCCN(C)CCCNC(=O)CS(=O)Cc1nc(-c2ccc(OC)c(OC)c2)oc1C (configuration not stated),26%,-3%,1%,0,-19%,-29%,26%,3%,i
CC(=O)c1c(C)[nH]c(C(=O)Nc2cccc(S(=O)(=O)N(C)c3ccccc3)c2)c1C,-15%,5%,5%,-4,-13%,-5%,-24%,-10%,0%
CC(C)Cn1c(SCC(=O)c2ccc(Cl)s2)nnc1-c1ccco1,-7%,32%[activator],-11%,-1,-22%,?,-3%,9%,-7%
O=C(/C=C\c1ccccc1)NC1CC(=O)N(c2ccccc2)C1 (configuration not stated),4%[57.1 µM],-2%,-11%,-1,-20%,10%[57.1 µM],28%,7%,9%
CN1c2ccsc2C(O)=C(C(=S)Nc2ccc(F)c(Cl)c2)S1(=O)=O,-22%,-6%,50%[activator],-6,-14%,?,-29%,-11%,0%
O=S(=O)(c1ccccc1)N1CCN=C1SCc1cccc(Cl)c1,-12%,?,-11%,-1,-5%,-10%,161%[activator],16%,-7%
O=C(Cc1ccccc1)Nn1c(-c2ccccc2F)nc2ccccc2c1=O,-4%,3%,7%,1,-5%,10%[57.1 µM],49%[activator],3%,-3%
N#Cc1nc(-c2ccccc2)oc1NCC1CCCO1 (configuration not stated),109%[activator][57.1 µM],-6%,15%,3,-3%,-40%,1%,5%,3%
O=C(CSCc1ccc(Cl)cc1)Nc1ccc(O)cc1C(=O)O,-1%[57.1 µM],-2%,-11%,-3,0%,-7%[2.29 µM],22%,-6%,-3%

# By substructure, the compounds so far containing a furan ring, fused or not
SMILES,TrxR1 substrate,Pin1 inh,GLS inh,PI4K2A block,USP1 inh,rTrxR1 inhibitor,HP1b binding inh,mIDH1 inhibitor,Tb PGK inh
CCOc1ccc(C(=O)OCC(=O)NCc2ccco2)cc1OCC,1%,4%,0%,-7,-6%,?,-22%,2%,-10%
CN(C)C(CNc1nnnn1-c1ccccc1)c1ccco1 (configuration not stated),-6%,-8%,·,4,-10%,-12%,·,10%,7%
C(=C\c1ccccc1)/CSc1nnc(-c2ccccc2)n1Cc1ccco1,0%,9%,0%,2,-15%,?,17%,4%,0%
CC(C)Cn1c(SCC(=O)c2ccc(Cl)s2)nnc1-c1ccco1,-7%,32%[activator],-11%,-1,-22%,?,-3%,9%,-7%

# Source: PubChem (National Center for Advancing Translational Sciences (NCATS))
